Bioassay records deposited in PubChem BioAssay by Broad Institute.
RAD52 inh – RAD52 DNA annealing inhibitors, primary screen, biochemical, FRET, single point, set 2; DNA repair protein RAD52 homolog (Homo sapiens), P43351; recombinant RAD52 DNA annealing, FRET fluorescence; inhibition, % at 18.7 µM; actives 0.46% (n = 360,000); AID 651710, 2012;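 active = every replicate showing at least 50% inhibition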
S100A4 MyoIIA – inhibitors of S100A4-myosin IIA peptide binding, primary screen, biochemical, fluorescence polarization, TAMRA-MyoIIA peptide; Protein S100-A4 (Homo sapiens), P26447; inhibition, % at 10.7 µM; actives 0.14% (n = 360,000); AID 652163, 2013;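 active = mean inhibition of at least 70% across replicates, with every replicate also reaching that level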
Target sequence (P26447 whole entry, looked up): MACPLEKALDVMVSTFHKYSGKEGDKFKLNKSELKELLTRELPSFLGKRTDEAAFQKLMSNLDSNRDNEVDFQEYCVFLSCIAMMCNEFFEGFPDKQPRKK
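assay system = human S100A4 monomer with TAMRA-labelled myosin IIA peptide | also added = labelled myosin peptide probe, 5 nM | incubation = 5 min between mix addition and reading | control set = DMSO and TFP controls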
RAD54 branch – inhibitors of human RAD54 branch migration, primary screen, biochemical, fluorescence, single point; DNA repair and recombination protein RAD54-like (Homo sapiens), Q92698; RAD54 Holliday junction branch migration, FAM/BHQ fluorescence; inhibition, % at 10.4 µM; actives 0.14% (n = 360,000); AID 602329, 2012;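 active = mean normalized replicate activity at least 40 and at least half of replicates scoring 40 or more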;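 note: 0% = median of neutral control wells and 100% = median of positive control wells; inhibitors cause a drop in the FAM fluorescence signal; in these data hits start at about 50%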
Target sequence (Q92698 whole entry, looked up): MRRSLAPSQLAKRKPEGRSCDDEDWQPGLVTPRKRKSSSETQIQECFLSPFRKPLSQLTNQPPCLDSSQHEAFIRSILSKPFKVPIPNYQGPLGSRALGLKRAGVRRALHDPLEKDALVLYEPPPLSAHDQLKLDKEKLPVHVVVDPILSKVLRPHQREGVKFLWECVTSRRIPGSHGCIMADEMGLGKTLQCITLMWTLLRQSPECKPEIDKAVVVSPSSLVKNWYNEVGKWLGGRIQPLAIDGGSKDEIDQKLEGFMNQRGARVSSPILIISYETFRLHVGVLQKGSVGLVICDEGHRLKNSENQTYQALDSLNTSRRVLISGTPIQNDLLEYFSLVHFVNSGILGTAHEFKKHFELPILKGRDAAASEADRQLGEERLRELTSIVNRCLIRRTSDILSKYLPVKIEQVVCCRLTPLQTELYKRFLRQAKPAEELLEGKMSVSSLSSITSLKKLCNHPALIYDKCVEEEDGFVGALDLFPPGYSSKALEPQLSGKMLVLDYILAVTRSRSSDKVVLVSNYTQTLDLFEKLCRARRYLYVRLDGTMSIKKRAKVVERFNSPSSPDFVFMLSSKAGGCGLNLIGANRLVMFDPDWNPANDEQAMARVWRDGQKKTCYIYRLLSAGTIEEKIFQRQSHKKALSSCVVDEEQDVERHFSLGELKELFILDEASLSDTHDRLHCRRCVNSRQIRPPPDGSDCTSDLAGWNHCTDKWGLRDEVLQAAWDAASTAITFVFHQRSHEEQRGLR
esBAF inh – Bmi1 luciferase reporter increase in mESCs, primary screen, esBAF inhibitor project, mouse ES cells, Bmi1 luciferase knock-in, single point; AID 602393, 2012; actives 2% (n = 350,000); 24 h; 100% = twice the neutral-well signal; reporter increase, % at 12.5 µM; in the data active = activation above about 40%;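 note: 0% = median of the plate's neutral control wells and 100% = double that signal; a rise in the Bmi1 reporter signal indicates esBAF inhibition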
ERAP1 inh – human ERAP1 aminopeptidase inhibitors, primary screen, biochemical, single point, plate reader; Endoplasmic reticulum aminopeptidase 1 (Homo sapiens), Q9NZ08; recombinant ERAP1, Leu-AMC fluorescence, 60 min; inhibition, % at 10.7 µM; actives 0.15% (n = 340,000); AID 652197, 2013;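 active = mean replicate inhibition of at least 30%, or all replicates individually reaching that 30% level; inactive = mean below 30% and not every replicate reaching it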;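 note: 0% = neutral control wells and 100% = L-leucinethiol positive control wells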
Xi reactivation – activators of inactive X chromosome reactivation, primary screen, imaging, XiGFP fibroblasts, GFP high-content imaging, set 2. XiGFP mouse fibroblasts, % GFP-positive cells imaging, 3 d; cells co-treated with 5-aza-dC sensitizer; scaled so ellipticine positive control = 100%. activation, % at 7.58 µM. actives 0.055% (n = 360,000);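 active = mean normalized replicate activation at least 10% and every replicate at or above 10%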;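 note: 0% = median of on-plate neutral control wells and 100% = ellipticine 6 µM median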
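System: 68-5-11 XiGFP fibroblast line | Buffer or medium: DMEM containing 5-aza-dC | Compound: Single point | Times: Compounds 3 days, fix/stain 15 min at room temperature | Benchmarks: Positive control ellipticine, 6 µM final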
E-sel inducer – E-selectin induction in HUVECs, primary screen, imaging, HUVEC, immunofluorescence imaging, single point | normalized: neutral wells 0, TNF-alpha wells 100 | activation, % at 7.58 µM | actives 0.37% (n = 260,000) | AID 686992, 2013;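 active = mean E-selectin-positive cell signal at least 10% of the positive control, reached in at least 60% of replicates, without over 20% cell loss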;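 note: in these data hits start at about 27%; measured in HUVEC primary endothelial cells; signal is the percent of cells scored E-selectin positive by PE staining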
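Read-out basis: % PE-positive cells; Test system: HUVEC primary endothelial cells; Technique: immunofluorescence imaging; Dosing: single-point compound dose.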
ERp5 inh – inhibitors of ERp5-driven insulin aggregation, primary screen, biochemical, turbidity, absorbance 650 nm, single point. 90 min. actives 0.05% (n = 350,000). inhibition, % at 9.99 µM;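 active = mean replicate inhibition above about 25%, with every replicate also reaching it, limit read from the data, passing the limit was not always enough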
* marks the source's active call; other numbers are inactive results; nt = not tested or not shown; & = joins results of further samples.

Order of results – RAD52 inh | S100A4 MyoIIA | RAD54 branch | esBAF inh | ERAP1 inh | Xi reactivation | E-sel inducer | ERp5 inh
COc1ccc(NC(=O)Nc2ccc3c(c2)C(=O)N([C@@H](C)CO)C[C@@H](C)[C@H](CN(C)C(=O)Cc2ccccc2)OCCCC[C@@H](C)O3)cc1
    -13 | 5 | 2 | 16 | 4 | 0.1 | 0.1 | 2
C=CCOc1ccc(/C=C2\SC(=S)N(C(C(=O)O)c3ccccc3)C2=O)cc1 (configuration not stated)
    -25 | -17 | nt | nt | 34* | -0.1 | 1.7 | 5
COc1cc(F)ccc1-c1cc(C(=O)Nc2cc(OC)c(OC)c(OC)c2)[nH]n1
    4 | 2 | 6 | 2 | 1 | -0.1 | -0.1 | -1
c1ccc(N2CCN(Cc3nc4ccccc4[nH]3)CC2)nc1
    -6 | 1 | -5 | 7 | -1 | 0.3 | -0.1 | 0
COc1ccc(CN2CCNC(=O)C2CC(=O)N(C)C2CCOCC2)cc1OC (configuration not stated)
    -17 | -10 | 4 | -3 | 0 | 0.0 | -0.2 | 5
CCc1ccc(-c2nc(NC(=S)NC(=O)c3cccs3)sc2C)cc1
    -5 | -5 | nt | nt | 2 | nt | nt | 4
Cc1cc(C(=O)Cn2nc(C(=O)O)c3ccccc3c2=O)c(C)n1-c1ccccc1
    -17 | -24 | 2 | nt | 12 | 0.1 | nt | -1
Cc1ccc(N(C(=O)CCC(=O)Nc2ccccn2)C(C(=O)NC(C)C)c2ccc(F)cc2)cc1 (configuration not stated)
    -7 | 8 | -8 | 6 | 2 | 0.1 | nt | 3
Cc1ccc(C(=O)NNC(=O)C(C)Oc2ccccc2F)cc1S(=O)(=O)N1CCOCC1 (configuration not stated)
    0 | -3 | -1 | 4 | -2 | -0.1 | 0.8 | 1
CC(C)CN(CC(C)C)C(=O)Nc1cccc([N+](=O)[O-])c1
    0 | 0 | nt | nt | nt | 0.0 | -3.0 | 1
Cc1cccc(-n2c(-c3csc(C)c3C)n[nH]c2=S)c1
    -2 | 3 | -5 | 15 | -11 | 0.0 | -0.2 | -4
O=[N+]([O-])c1ccc(O)c(CN2CCCCCC2)c1
    -6 | 3 | -2 | 0 | 6 | 0.1 | 0.0 | 5
Cc1ccc(S(=O)(=O)Nc2cccc3c2O[C@@H](CN(C)Cc2ccc4c(c2)OCO4)[C@@H](C)CN([C@H](C)CO)C3=O)cc1
    18 | -18 | -2 | -10 | 1 | -0.1 | 0.7 | 2
S=c1[nH]c2nc(Cl)c(Cl)nc2[nH]1
    -11 | 13 | 2 | -5 | 8 | 0.2 | -0.1 | 0
CC(C)NC(=O)N(C)C[C@@H]1OCCCC[C@@H](C)Oc2ccc(NS(=O)(=O)c3ccc(Cl)cc3)cc2C(=O)N([C@@H](C)CO)C[C@H]1C
    21 | 3 | 8 | 4 | 1 | 0.3 | -0.1 | 1
CCOc1ccc(CCNC(=O)c2ccc(OCc3c(C)noc3C)cc2)cc1OCC
    -7 | -3 | nt | -2 | 0 | 0.1 | 0.0 | -2
O=C(O)c1ccc(NC(=O)c2ccccc2NC(=O)c2cccc(F)c2)cc1
    -1 | -1 | 7 | 6 | -3 | 0.1 | 0.4 | 4
COc1cccc(CNC(=O)CCC(=O)N2CC(C)Oc3ccccc32)c1OC (configuration not stated)
    -5 | 2 | -5 | -4 | 10 | 0.0 | nt | 6
Cc1ccccc1NC(=O)Nc1nc(C2CCC(=O)N2)cs1 (configuration not stated)
    -9 | -7 | 5 | 2 | -2 | 0.1 | -0.7 | 6
COc1ccc2c3c(n(C)c2c1)[C@H](CO)N(C)CC31CCN(C(=O)Nc2c(C)noc2C)CC1
    10 | -2 | nt | nt | 4 | 0.2 | 0.4 | 5
CC(O)CNc1nc2c(c(=O)n(Cc3ccccc3)c(=O)n2C)n1C (configuration not stated)
    -2 | 0 | 16 | -5 | 5 | 0.0 | nt | 4
CC(=O)NCCCC(=O)NN1C(=S)N(Cc2ccccc2)C(=O)C1CC(=O)Nc1cccc(C)c1 (configuration not stated)
    -18 | 9 | nt | nt | -4 | 0.0 | nt | -1
CCN(CC)S(=O)(=O)c1ccc2c(c1)N(CC(=O)NCc1ccccn1)C(=O)CO2
    -9 | 2 | 5 | nt | 3 | 0.0 | 2.1 | -1
CN(C)C(=O)c1ccc(-c2ccc3c(c2)[C@@H]2[C@@H](CCN2C(=O)c2ccccn2)[C@@H](CO)N3)cc1
    nt | nt | -8 | 6 | nt | 0.0 | 0.0 | nt
Cc1cc(C)cc(NC(=O)c2ccc(CNc3c(N4CCCC4)c(=O)c3=O)cc2)c1
    2 | -5 | 5 | nt | -6 | -0.1 | nt | -6
COc1cc(/C=C/C(=O)OCC(=O)N(CC(C)C)c2c(N)n(Cc3ccccc3)c(=O)[nH]c2=O)ccc1O
    -46 | -3 | 7 | -1 | -2 | 0.1 | 0.0 | 3
O=C(c1cnccn1)N1CC(=O)N2[C@H](C1)[C@H](c1ccc(-c3ccc(F)cc3)cc1)[C@@H]2CO
    0 | 1 | nt | nt | 0 | 0.3 | 0.5 | 2
Cc1cc(C(=O)Nc2cccc3c2O[C@@H](CN(C)S(C)(=O)=O)[C@H](C)CN([C@@H](C)CO)C3=O)n(C)n1
    10&-2 | 25&-1 | 0&0 | -3&-8 | -1&-2 | -0.7&-0.1 | 0.1 | -7&6
COc1ccccc1NC(=O)Nc1ccc(S(=O)(=O)Nc2onc(C)c2C)cc1
    -19 | -4 | 12 | -6 | -6 | 0.0 | -0.3 | 1
COc1ccc(S(=O)(=O)Nc2ccc3c(c2)C(=O)N(C)C[C@H](OC)[C@@H](C)CN[C@H](C)CO3)cc1
    -9 | 4 | 1 | 1 | 3 | 0.0 | -0.1 | 9

6 entries from above, bar-delimited:
smiles | RAD52 inh | S100A4 MyoIIA | RAD54 branch | esBAF inh | ERAP1 inh | Xi reactivation | E-sel inducer | ERp5 inh
Cc1cccc(-n2c(-c3csc(C)c3C)n[nH]c2=S)c1 | -2 | 3 | -5 | 15 | -11 | 0.0 | -0.2 | -4
Cc1cc(C)cc(NC(=O)c2ccc(CNc3c(N4CCCC4)c(=O)c3=O)cc2)c1 | 2 | -5 | 5 | nt | -6 | -0.1 | nt | -6
CCOc1ccc(CCNC(=O)c2ccc(OCc3c(C)noc3C)cc2)cc1OCC | -7 | -3 | nt | -2 | 0 | 0.1 | 0.0 | -2
Cc1cc(C(=O)Cn2nc(C(=O)O)c3ccccc3c2=O)c(C)n1-c1ccccc1 | -17 | -24 | 2 | nt | 12 | 0.1 | nt | -1
COc1cccc(CNC(=O)CCC(=O)N2CC(C)Oc3ccccc32)c1OC (configuration not stated) | -5 | 2 | -5 | -4 | 10 | 0.0 | nt | 6
COc1ccc(CN2CCNC(=O)C2CC(=O)N(C)C2CCOCC2)cc1OC (configuration not stated) | -17 | -10 | 4 | -3 | 0 | 0.0 | -0.2 | 5

Later entries:
Order of results – RAD52 inh | S100A4 MyoIIA | RAD54 branch | esBAF inh | ERAP1 inh | Xi reactivation | E-sel inducer | ERp5 inh
Nc1ccc(C(=O)O)cc1S(=O)(=O)O
    -12 | 1 | 1 | -3 | -1 | 0.2 | 0.1 | 2
C[C@@H]1CN([C@@H](C)CO)C(=O)Cc2cc(NC(=O)C3CC3)ccc2O[C@@H]1CN(C)C(=O)Nc1ccc2c(c1)OCO2
    -2 | 6 | 0 | 3 | 2 | 0.3 | 0.3 | -2
C[C@H](CO)N1C[C@H](C)[C@@H](CN(C)C(=O)Nc2ccc(C(F)(F)F)cc2)OCCCC[C@H](C)Oc2ccc(NC(=O)c3ccccc3)cc2C1=O
    -4 | 11 | -11 | -3 | -2 | -1.1 | 0.6 | -4
Cc1cc(C)c2c(n1)sc1c(=O)n(CC(=O)c3ccccc3)cnc12
    -10 | -24 | nt | 47* | 5 | -0.1 | 3.0 | 1
O=C(NCC1CCCCC1)[C@H]1[C@H](CO)[C@H]2Cn3c(ccc(-c4cncnc4)c3=O)[C@@H]1N2
    1 | -5 | 1 | -7 | 1 | 0.6 | 0.5 | 3
CC(=O)NC(C(=O)OCC(=O)N(c1ccccc1)c1ccccc1)C(C)C (configuration not stated)
    -13 | 0 | -6 | -4 | -1 | -0.2 | 4.7 | 1
O=S(=O)(c1ccc(F)cc1)c1nc(-c2ccccc2)oc1N1CCOCC1
    -7 | -1 | -9 | nt | 0 | 0.0 | -0.1 | -18
CCOc1ccccc1N1CCN(C(=O)c2cccs2)CC1
    0 | -6 | -6 | 3 | -3 | -0.1 | nt | 0
CCc1c(-c2cccc(OC)c2)ncn1CCc1ccccc1OC
    -12 | 5 | nt | nt | -3 | -0.1 | -0.1 | 2
CCOC(=O)c1[nH]c(C(=O)O)c(CCC(=O)OC)c1C
    -15 | 0 | 9 | 6 | 0 | nt | nt | 1
Cc1cccc(C(C)C)c1NC(=O)CN(C)Cc1cccc(F)c1
    -15 | -3 | nt | nt | 0 | 0.1 | nt | -4
CC(OC(=O)CCC(=O)c1ccccc1)C(=O)Nc1ccc(F)cc1 (configuration not stated)
    -5 | -2 | nt | nt | 3 | 0.0 | -1.0 | -1
CC(=O)Nc1ccccc1C(=O)C(=O)Nc1cccc(C(=O)NC2CC2)c1
    nt | nt | -5 | 48* | nt | 0.6 | -0.1 | nt
COc1ccc(C=O)cc1COc1ccc2c(c1)OCO2
    -14 | -3 | -13 | nt | -1 | 0.0 | nt | 6
Cc1cc(NC(=O)CSc2ccc3nnc(-c4cccnc4)n3n2)no1
    -12 | 1 | -3 | -8 | 0 | 0.0 | 2.4 | -1
O=C(Nc1ccc(C(F)(F)F)cc1)Nc1ccc2c(c1)[C@@H]1C[C@@H](CC(=O)N3CCc4ccccc4C3)O[C@H](CO)[C@@H]1O2
    7 | -14 | 0 | -4 | 2 | 0.2 | -0.3 | 1
COC(=O)c1ccccc1NC(=O)c1cn(-c2ccc(C)c(C)c2)c(=O)c2ccccc12
    nt | nt | 9 | 11 | nt | 2.5 | 0.2 | nt
COc1ccc(N2C[C@H](C)[C@@H](CC(=O)Nc3ccccc3)C2=O)cc1
    -10 | 10 | 3 | -3 | -1 | 0.0 | 0.0 | 0
CCOC(=O)N1CCN(C(=O)c2ccc(C#CC3(O)CCCCC3)cc2)CC1
    -5 | 2 | 5 | 13 | 7 | nt | nt | 5
CO[C@H]1CN(C)C(=O)c2cc(NC(=O)Nc3cccc(F)c3)ccc2OC[C@H](C)N(C(=O)Nc2c(C)noc2C)C[C@@H]1C
    9 | -22 | 2 | 4 | 2 | 0.4 | 0.1 | 2
CO[C@@H]1CN(C)C(=O)c2cc(NS(=O)(=O)CC(F)(F)F)ccc2OC[C@@H](C)N(C(=O)c2ccc3c(c2)OCO3)C[C@H]1C
    -3 | -38 | -9 | 22 | 0 | -0.1 | 0.1 | 2
